# Mtb RmlCD inh: inhibitors of Mycobacterium tuberculosis RmlC and RmlD coupled enzymes; P9WH09+P9WH11; RmlC+RmlD coupled enzyme assay, percent inhibition; primary screen in compound mixtures; inhibition, % at 3.6 µM; hit rate 0.03% among 160,000; AID 1533; in the data active = inhibition mostly above about 34%, no sharp cut-off; also: some results filed as inactive read as strong as hits
# Target sequence (P9WH09 whole entry, looked up): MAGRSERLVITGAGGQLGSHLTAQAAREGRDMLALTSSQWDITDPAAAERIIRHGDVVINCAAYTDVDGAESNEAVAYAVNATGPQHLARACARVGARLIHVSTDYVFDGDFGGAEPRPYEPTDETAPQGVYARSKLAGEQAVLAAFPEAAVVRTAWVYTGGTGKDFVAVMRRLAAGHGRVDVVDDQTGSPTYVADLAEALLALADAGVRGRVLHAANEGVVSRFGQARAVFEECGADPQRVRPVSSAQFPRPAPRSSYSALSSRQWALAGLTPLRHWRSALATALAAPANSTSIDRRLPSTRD
# Target sequence (P9WH11 whole entry, looked up): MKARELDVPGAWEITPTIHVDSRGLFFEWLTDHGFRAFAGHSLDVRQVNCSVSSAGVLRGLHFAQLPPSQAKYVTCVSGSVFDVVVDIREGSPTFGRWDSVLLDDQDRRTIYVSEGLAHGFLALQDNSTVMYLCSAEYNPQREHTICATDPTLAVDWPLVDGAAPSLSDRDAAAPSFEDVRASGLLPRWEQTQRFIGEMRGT
# GlmU inhibition: inhibition of mycobacterial GlmU enzyme – biochemical, glucosamine-1-phosphate acetyltransferase (AID 1376); inhibition, %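 (tested at 30 µM in the primary screen)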; hits with a dose series show IC50 in µM; M. tuberculosis GlmU acetyltransferase enzyme assay; higher % means a stronger effect; hit rate 0.25% among 220,000; in the data active = inhibition above about 13%;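 also: 0% = complete reaction with vehicle and 100% = reaction without substrate; strong numbers were not always called active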
# Numbers without * were called inactive; x = no result given.
SMILES,Mtb RmlCD inh,GlmU inhibition
CCCCCSc1nnc(-c2ccccc2N)c(=O)[nH]1,x,-2.9%
CCOc1ccc(NC(=O)CCN2CCN(c3ccccc3OC)CC2)cc1,1,-0.6%
O=c1c2c(nc3n1CCCCC3)sc1c(O)cccc12,7,-2.2%
N#Cc1cc(Oc2ccc3ccccc3c2)c(-n2nnc3ccccc32)cc1C#N,2,0.8%
O=[N+]([O-])c1ccc(N/N=C/c2cccc(O)c2O)c(S(=O)(=O)N2CCOCC2)c1,-3,1.4%
O=C(c1cc(-c2ccco2)on1)N1CCc2ccccc2C1,-2,5.2%
Cc1nnc(SCC(=O)N2CCCC2)n(N)c1=O,-8,4.1%
Cc1oc(C)c2c(=O)ccc3c(c12)OC(N)=C(C#N)C3c1ccccc1Cl (stereo not given),-2,-2.3%
C=CCn1c2ccccc2c2nnc(SCN3C(=O)c4ccccc4C3=O)nc21,-14,3.5%
CCn1cc(C(=O)NCCCN2CC(C)CC(C)C2)c(=O)c2cc(S(=O)(=O)N(C)C)ccc21 (stereo not given),3,-7.5%
CCOC(=O)Cc1cc(=O)[nH]c(/N=C(/NC(=O)c2ccccc2)Nc2ccccc2C(F)(F)F)n1,x,-0.5%
CN(C)S(=O)(=O)c1ccc(NC(=S)NC(=O)Cc2ccccc2)cc1,6,-3.4%
CC(C)C(C)(C#N)NC(=O)CSc1nc2scc(-c3ccccc3)c2c(=O)[nH]1 (stereo not given),15,-0.9%
CCCCC1=CC2=CC(=O)C(C)(OC(=O)CC)C(=O)C2=CN1Cc1ccccc1 (stereo not given),-6,3.4%
COCCOC(=O)C1=C(C)N=C2SCCC(=O)N2C1/C=C/c1ccccc1 (stereo not given),x,6.0%
Cc1cc2nc(C)c3c(n2n1)CCC3,8,-5.1%
COC(=O)N/N=C/c1cn(CCOc2ccccc2)c2ccccc12,-6,0.4%
CCOC(=O)/C=C/c1ccccc1S(=O)(=O)NC(C)(C)C,x,-0.7%
COc1ccc2oc(=Nc3ccccc3)c(-c3nc4ccccc4[nH]3)cc2c1,14,0.8%
O=C(COC(=O)c1ccncc1)Nc1cc(Cl)c(Cl)cc1Cl,-6,x
CCOC(=O)N1CCN(CC(O)c2ccc3cc[nH]c3c2)CC1 (stereo not given),14,0.3%
CCCN1Cc2cccc(C(=O)Nc3ccc4c(c3)OCCO4)c2C1=O,-7,4.8%
c1ccc(-c2oc3ncnc(N4CCOCC4)c3c2-c2ccccc2)cc1,x,1.3%
COC(=O)c1c(C(=O)OC)c2cc(C)ccn2c1Cl,8,-1.4%
CC(C)OC(=O)C1C(=O)NC2(C)CC1c1ccccc1O2 (stereo not given),6,2.3%
COc1ccccc1N1C(=O)c2cccc3c(C(=O)O)ccc(c23)C1=O,x,-5.1%
Cn1c(=O)c2c(nc(NC3CCCCC3)n2CC(O)COc2ccccc2)n(C)c1=O (stereo not given),15,1.7%
CCOc1ccc(-n2c(SCc3cc(=O)oc4cc(C)c(C(C)C)cc34)nnc2-c2cccnc2)cc1,x,-1.4%
N#Cc1nc(-c2cccs2)oc1N1CCOCC1,-1,-2.1%
COC(=O)C1C(=O)NCC1c1ccc(OC)cc1 (stereo not given),8,5.9%
CCOCc1nnc(NC(=O)c2cc(Cl)ccc2OC)s1,x,2.7%
C[C@@H]1C(=O)O[C@H]2[C@H]1CC[C@@]1(C)C(=O)C=C[C@@](C)(O)[C@H]21,-1,3.4%
CC(=O)c1cccc(NC(=O)NCc2cccs2)c1,-2,0.2%
CCCCn1c(SCC(=O)N2CCN(c3ccccc3)CC2)nc2ccsc2c1=O,-7,18%
CCCc1nc(SCC(=O)Nc2ccc(S(=O)(=O)N(C)C)cc2)c2ccccc2n1,-9,2.3%
OCCOCCn1c(CCNc2nc(-c3ccc(F)cc3)cs2)nc2cc(C(F)(F)F)ccc21,x,0.6%
COc1ccc(CCNC(=O)N2CCOCC2)cc1,x,-3.3%
O=C(c1cnn(C(=O)c2ccc(O)cc2)c1)c1ccccc1O,4,-1.1%
Cc1cccc(NC(=O)C2CC(=O)n3cnnc3S2)c1 (stereo not given),-11,-2.6%
Cc1ccc(NC2=C(NCCO)C(=O)c3ccccc3C2=O)cc1,-2,-3.0%

# Ordered by heavy-atom count (smallest number first): 12 of the compounds above.
SMILES,Mtb RmlCD inh,GlmU inhibition
N#Cc1nc(-c2cccs2)oc1N1CCOCC1,-1,-2.1%
COc1ccc(CCNC(=O)N2CCOCC2)cc1,x,-3.3%
Cc1cccc(NC(=O)C2CC(=O)n3cnnc3S2)c1 (stereo not given),-11,-2.6%
CCOCc1nnc(NC(=O)c2cc(Cl)ccc2OC)s1,x,2.7%
O=C(c1cnn(C(=O)c2ccc(O)cc2)c1)c1ccccc1O,4,-1.1%
Cc1ccc(NC2=C(NCCO)C(=O)c3ccccc3C2=O)cc1,-2,-3.0%
CCCN1Cc2cccc(C(=O)Nc3ccc4c(c3)OCCO4)c2C1=O,-7,4.8%
c1ccc(-c2oc3ncnc(N4CCOCC4)c3c2-c2ccccc2)cc1,x,1.3%
CCCc1nc(SCC(=O)Nc2ccc(S(=O)(=O)N(C)C)cc2)c2ccccc2n1,-9,2.3%
Cn1c(=O)c2c(nc(NC3CCCCC3)n2CC(O)COc2ccccc2)n(C)c1=O (stereo not given),15,1.7%
OCCOCCn1c(CCNc2nc(-c3ccc(F)cc3)cs2)nc2cc(C(F)(F)F)ccc21,x,0.6%
CCOc1ccc(-n2c(SCc3cc(=O)oc4cc(C)c(C(C)C)cc34)nnc2-c2cccnc2)cc1,x,-1.4%

# Other entries follow.
SMILES,Mtb RmlCD inh,GlmU inhibition
C=CCn1c(SCCOc2ccc(OC)cc2)nnc1C(C)NC(=O)c1ccc(OC)cc1 (stereo not given),4,2.8%
Nc1nc(SCC(=O)Nc2ccc([N+](=O)[O-])cc2Br)n[nH]1,x,2.2%
O=C(NC(=S)Nc1ccccc1N1CCN(C(=O)c2ccccc2)CC1)c1cccs1,-15,5.0%
Cn1c(-c2ccc(F)cc2)cnc1SCC(=O)NNC(=O)Cc1ccccc1,10,2.4%
O=C(C1CCCN(S(=O)(=O)c2ccc(F)cc2)C1)N(Cc1cccs1)C1CC1 (stereo not given),-11,9.4%
O=C(O)c1cc(S(=O)(=O)N2CCCCC2)ccc1F,38,1.3%
CO/N=C/c1ccc(N2CCN(C(=O)c3ccc(Cl)cc3Cl)CC2)c([N+](=O)[O-])c1,5,-1.5%
COc1ccc(Cc2nnc(NC(=O)C(C)C)s2)cc1,3,5.4%
COc1cc(O)cc(O)c1C(=O)/C=C/c1ccccc1,-2,1.4%
C=CCOC(=O)C1=C[C@H](C2CCCCC2)C[C@H](OCc2ccc(CO)cc2)O1,x,-3.1%
O=C(c1ccc(OC2CCN(CCc3ccccc3)CC2)cc1)N1CCCC(O)C1 (stereo not given),1,-5.6%
CC(=O)N(CCCCN1C(=O)c2ccccc2C1=O)c1ccc(C)cc1,x,-4.4%
Cn1nc(-c2ccccc2)c(CN2CCN(c3ncccn3)CC2)c1Cl,-12,-2.0%
Cc1ccc(-n2cc(CNCC3CC(=O)N(C4CC4)C3)c(-c3cccc(C)c3)n2)cc1 (stereo not given),4,-1.8%
CCCn1c(SCc2nc(N)nc(N3CCCCC3)n2)nc2c1c(=O)n(C)c(=O)n2C,5,1.7%
O=C(N/N=C/c1cccc(C(F)(F)F)c1)C1CCN(c2ncc(C(F)(F)F)cc2Cl)CC1,7,5.9%
C=CCc1c(C)nc(C)nc1N/N=C/c1ccc(N(C)C)cc1,21,-5.6%
Cc1ccc(S(=O)(=O)C2C(=O)NC3(C)CC2c2ccccc2O3)cc1 (stereo not given),17,1.0%
O=c1c2ccccc2nc(/C=C/c2ccc([N+](=O)[O-])o2)n1CCCO,x,-0.2%
COc1ccc(Br)cc1-c1nc(C)c(C(C)=O)n1O,x,-1.0%
O=S(=O)(c1cccc2cccnc12)N1CCOCC1,6,-2.7%
COc1ccc([N+](=O)[O-])c(S(=O)(=O)c2ccccc2)n1,-6,12%
COCCOC(=O)C1=C(N)OC2=C(C(=O)CC(C)(C)C2)C1c1ccncc1 (stereo not given),x,2.8%
CCN(CC(=O)NCCc1ccccc1)S(=O)(=O)c1ccc(Br)cc1,-6,-2.4%
CC(=O)Nc1ccc(C(=O)Nc2nc(-c3cccnc3)cs2)cc1,14,2.4%
Cc1csc(NC(=O)CCNC(=O)c2ccc([N+](=O)[O-])cc2)n1,-8,-1.2%
S=C(NCCc1ccccc1)Nc1ccc(Br)cc1,40,1.3%
Cc1ccc(CCNC(=O)CCNS(=O)(=O)c2ccc3c(c2)c(=O)n(C)c(=O)n3C)cc1,x,-0.5%
CCC(=O)Nc1nc2nc(-c3ccccc3)cc(-c3ccccc3)n2n1,-11,x
O=C(c1ccc(COc2ccc3ccccc3c2)o1)N1N=C(C(F)F)CC1(O)C(F)F (stereo not given),-2,0.5%
O=C(NC(Cc1ccccc1)C(=O)NCc1ccccn1)c1ccco1 (stereo not given),13,-0.2%
COc1ccc(OC)c(C2C(C(=O)N(C)C)=C(C)Nc3nc4ccccc4n32)c1 (stereo not given),x,1.1%
O=C(CCCCn1c(=O)c2ccccc2n(Cc2ccc(Cl)cc2)c1=O)NCc1ccco1,-4,-8.6%
CCCCn1c(Cl)nc2c1c(=O)n(C)c(=O)n2C,-7,1.2%
CCSc1nnc(-c2ccccc2SC)o1,12,3.8%
O=C(COC(=O)C(O)C(O)C(=O)OCC(=O)c1ccc(C(F)(F)F)cc1)c1ccc(C(F)(F)F)cc1 (stereo not given),10,-3.2%
COc1ccc(/C=C2\SC(=S)N(NC(=O)c3ccncc3)C2=O)cc1OC,3,7.2%
Cc1cccnc1NC(=O)c1ccc([N+](=O)[O-])o1,0,-1.5%
Cc1ccnc(SCC(=O)c2cc3ccccc3o2)n1,-11,-3.0%
CCN1CCN(C(c2cc3cccc(C)c3[nH]c2=O)c2nnnn2Cc2ccccc2)CC1 (stereo not given),14,6.1%
O=C(CCCn1c(=S)[nH]c2ccsc2c1=O)NCc1ccco1,12,-4.1%
CC(=NCC1CCCO1)c1c(O)n(-c2ccccc2C)c(=O)[nH]c1=O (stereo not given),x,-6.3%
COC(=O)c1ccc(-n2nnnc2SCC(=O)Nc2cc(OC)ccc2OC)cc1,25,-1.7%
CC(=O)c1ccc2c(ccc3ccccc32)c1,-3,-4.1%
COC(=O)Cc1c(C(=O)OC)nnn1-c1cccc(C(F)(F)F)c1,3,x
COc1cccc(NC(=O)c2ccccc2C(F)(F)F)c1,10,1.9%
O=C(Cc1cccs1)Nc1ccon1,-7,5.4%
CN=C(Nc1ccc(C(=O)OC)s1)c1ccccc1,8,3.6%
O=C(CNC(=O)c1cccc(OC(F)F)c1)OCC(=O)c1ccccc1,5,-0.9%
O=S(=O)(c1ccc(S(=O)(=O)N2CCCN(Cc3ccccc3)C2)cc1)N1CCCCCC1,7,-2.5%
CC(C)(C)c1ccc(-c2noc(C(=O)NN)n2)cc1,-6,3.4%
COc1ccc(/C=C2\SC(=O)N(CCNC(=O)Cn3cnnn3)C2=O)cc1,1,3.3%
O=C(c1ccccc1)N(Cc1nc2ccccc2c(=O)[nH]1)C1CCCC1,-9,2.8%
O=C(Nc1ccc(Br)cc1F)c1sccc1-n1cccc1,12,-3.1%
Cc1sc(-c2ccncc2)nc1OC(=O)c1ccc(Cl)cc1,7,0.2%
CCCCOc1ccc(/C=C/C(=O)NC2=Nc3ccccc3NC(C)=C2C(=O)OCC)cc1OC,x,-2.0%
Cc1ccc(Cn2ncc3c(N4CCN(Cc5ccc(Cl)cc5)CC4)ncnc32)cc1,1,x
CC(NC(=O)CSc1nnc(-c2cccc(S(=O)(=O)N3CCCCC3)c2)o1)C12CC3CC(CC(C3)C1)C2 (stereo not given),x,-1.9%
Cc1ccc(-n2c(C)cc(C(=O)CSc3nnnn3C)c2C)cc1,-2,-0.6%
O=S(=O)(c1cccs1)N1CCN(c2ncccn2)CC1,x,3.7%

# Later entries
SMILES,Mtb RmlCD inh,GlmU inhibition
COc1ccc(/C=C/C(=O)c2ccccn2)cc1,6,-2.8%
CCCSc1nnc(N2C(=O)CC(c3ccsc3)C3=C2CCCC3=O)s1 (stereo not given),8,2.7%
COc1ccc(OC)c(C2C(C#N)=C(N)Oc3c2c(C)nn3-c2ccc(C)cc2)c1 (stereo not given),x,1.7%
C=CCSc1cc(C)nc2c(-c3ccccc3)cnn12,9,-1.6%
O=C(Nc1ccc(OC(F)(F)F)cc1)c1n[nH]c(Cn2cncn2)n1,x,2.2%
O=C(Nc1ccccc1C(=O)OCn1nnc2ccccc2c1=O)c1ccco1,2,2.1%
CCNC(=S)N1CCn2cccc2C1c1cccnc1 (stereo not given),-10,2.6%
Cc1ccc2c(C)nc(/N=C(\N)NC(=O)N3c4ccccc4Sc4ccccc43)nc2c1,x,7.6%
COCCNC(=O)NC12CC3CC(CC(C3)C1)C2,x,-1.4%
Cc1ccc(CNC(=O)COC(=O)c2c(C)noc2C)cc1,-3,0.9%
Cc1c(C#N)c2ncn(CC#N)c(=O)c2n1-c1ccccc1,-5,2.3%
Clc1ccccc1OCCN1CCCCC1,5,0.5%
Cc1ccc2[nH]c(=O)c(C(c3nnnn3CC3CCCO3)N3CCCc4ccccc43)cc2c1 (stereo not given),x,-3.5%
Cc1nn(-c2ccccc2)c(Cl)c1/C=N/NS(=O)(=O)c1ccc(Br)cc1,1,-3.6%
CS(=O)(=O)N(CC(=O)NCc1ccccn1)c1ccc2c(c1)OCCO2,x,2.0%
NS(=O)(=O)c1cc(C(=O)OCC(=O)Nc2ccccc2[N+](=O)[O-])ccc1Cl,11,-5.5%
Cc1ccc(C(=O)O)cc1-n1c(C)cc(C=O)c1C,-8,-3.0%

# Source: PubChem (several laboratories)

# A portion of the library, so the mix of outcomes need not match the whole.
